Compound activity as filed in PubChem BioAssay.
UTI89 phage lysis: inhibition of K1F phage lysis, E. coli UTI89, bacterial capsule biogenesis inhibitors, alamar blue (AID 488966). E. coli UTI89 K1F phage lysis, alamar blue, 2 h; higher % means a stronger effect. inhibition, % at 100 µM; hits with a dose series show IC50 in µM. 340,000 compounds, 0.02% hits;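 active = phage lysis inhibition, versus mean bacterial control, above a set limit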;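 also: capsule biogenesis inhibitors block K1F phage lysis so surviving cells raise fluorescence; higher fluorescence means more inhibition of phage lysis; actives were called in the ten point dose series up to 300 µM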
Large T inhibition: SV40 large T antigen inhibitors, biochemical (AID 1903); SV40 large T antigen ATPase/helicase inhibition assay; higher % means a stronger effect; inhibition, % at 20 µM, or IC50 in µM where a hit was titrated; 310,000 compounds, 0.39% hits; in the data active = a potency from the dose series; also: strong numbers were not always called active
RSV antiviral HEp-2: RSV antiviral activity via CPE protection, HEp-2 cells, primary 10 µM value included (AID 2391). 310,000 compounds, 0.13% hits. HEp-2 cells, RSV-induced CPE inhibition; higher % means a stronger effect. CPE inhibition, % at 10 µM, or IC50 in µM where a hit was titrated; in the data active = a potency from the dose series; also: strong numbers were not always called active
T cell HTS: modulators of CD8 T cell-vesicle binding, primary screen, mouse 2C CD8+ T cells, flow cytometry. calls only at 7 µM. 330,000 compounds, 0.068% hits. 2C CD8+ T cell-vesicle binding; stronger effect = lower value;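 active = response, share of CD8 T cells binding vesicles, and their 90th percentile fluorescence all below set limits, cut at about 80% in these data, passing the limit was not always enough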
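Incubation: binding step 1.5 h, 37 °C, antibody labelling 20 min, ice; system: murine 2C transgenic CD8+ T lymphocytes; technique: cytometric PE anti-B7-1 and Alexa647 anti-CD8 signals after 1% paraformaldehyde fixation; also added: QL9-charged Drosophila Ld/ICAM-1/B7-1 vesicles; control set: naked versus QL9-loaded vesicles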
West Nile antiviral: West Nile virus antiviral activity, cell-based, CPE readout (AID 1621); 290,000 compounds, 0.02% hits; CPE inhibition, % at 10 µM; hits with a dose series show IC50 in µM; West Nile virus-infected cells, CPE inhibition; higher % means a stronger effect; in the data active = a potency from the dose series; also: strong numbers were not always called active
NTR1 ag: agonists of NTR1, primary screen, imaging, U2OS cells, beta-arrestin-GFP, high content (AID 493036). Neurotensin receptor type 1 (Homo sapiens), P30989. NTR1-U2OS beta-arrestin-GFP spot imaging, agonist mode. activation, % at 20 µM. 330,000 compounds, 0.17% hits;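 active = activation at or above 40% of the spot to cytoplasm intensity ratio, with at least 20 cells analyzed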;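 also: 0% = DMSO without peptide and 100% = 100 nM NTR1 peptide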
Target sequence (P30989 whole entry, looked up): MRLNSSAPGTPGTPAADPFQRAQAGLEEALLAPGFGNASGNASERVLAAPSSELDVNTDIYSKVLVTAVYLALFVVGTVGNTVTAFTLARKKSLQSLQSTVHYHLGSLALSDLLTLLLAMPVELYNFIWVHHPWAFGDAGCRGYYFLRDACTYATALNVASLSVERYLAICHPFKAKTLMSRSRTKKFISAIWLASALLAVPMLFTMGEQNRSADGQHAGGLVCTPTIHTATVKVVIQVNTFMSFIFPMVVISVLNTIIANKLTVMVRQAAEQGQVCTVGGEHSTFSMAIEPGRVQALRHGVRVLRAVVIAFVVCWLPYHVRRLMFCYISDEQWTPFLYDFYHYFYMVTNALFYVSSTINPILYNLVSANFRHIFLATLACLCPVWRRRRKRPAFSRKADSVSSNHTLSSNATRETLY
PhoP inhibition: inhibitors of PhoP regulon expression, primary screen, Salmonella Typhimurium, GFP reporter (AID 1863). S. Typhimurium PhoP-regulated promoter GFP reporter, 4 h; higher % means a stronger effect. inhibition, % at 50 µM, or IC50 in µM where a hit was titrated. 300,000 compounds, 0.16% hits;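 active = inhibition over 29.93%, a cutoff 3 SD above the screen mean, later confirmed by dose response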;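 also: 0% = low Mg2+ inducing control and 100% = high Mg2+ repressing control; strong numbers were not always called active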
MgcRacGAP inhibition: MgcRacGAP GTPase-activating activity inhibitors, confirmation, biochemical, ADP Hunter fluorescence | inhibition, % at 30 µM, or IC50 in µM where a hit was titrated | MgcRacGAP-stimulated Rac1 GTP hydrolysis, ADP Hunter fluorescence; higher % means a stronger effect; GST-tagged Rac1 F28L mutant substrate | 340,000 compounds, 0.6% hits | AID 624330, 2012 | Rac GTPase-activating protein 1 (Homo sapiens);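 active = first-screen hits whose inhibition reached a set limit at any dose in the follow-up dose series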;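 also: fluorescence reports GDP produced by GAP-driven GTP hydrolysis; strong numbers were not always called active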
NS5 inhibitors: Dengue-2 NS5 methyltransferase inhibitors, primary screen, biochemical, confirmation dose response (AID 588689) | Genome polyprotein (Dengue virus type 2 (strain 16681-PDK53)) | inhibition, % at 25 µM; hits with a dose series show IC50 in µM | Dengue-2 NS5 methyltransferase capping enzyme assay, biochemical; higher % means a stronger effect | 340,000 compounds, 0.3% hits; in the data active = a potency from the dose series
T cell HTS vesicle-bound %: second read-out of T cell HTS, no call of its own (marks repeat the call); double positive events, %; measured here: CD8+ vesicle-bound cell fraction;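 binding gate set so that unloaded-vesicle control wells show 10% double positive cells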
NTR1 ag cell count 20 µM: recorded beside NTR1 ag, whose call it bears; cell count; measured here: cell count, cytotoxicity flag
NS5 inhibitors pilot replicate: recorded beside NS5 inhibitors, whose call it bears; inhibition, %; measured here: pilot screen replicate inhibition
The depositor's hits bear a star; i = inactive; . = no result given; [ ] = dose if it differs, or a comment. Outcome played no part in choosing rows; overall some 1.5% were active at least once.

SMILES	UTI89 phage lysis	Large T inhibition	RSV antiviral HEp-2	T cell HTS	T cell HTS vesicle-bound %	West Nile antiviral	NTR1 ag	NTR1 ag cell count 20 µM	PhoP inhibition	MgcRacGAP inhibition	NS5 inhibitors	others
CCOc1ccccc1C(=O)NC1CC2CCCC(C1)N2Cc1nnnn1Cc1ccco1 (centres undefined)	-0.2%	3%	5.9%	i	24	-0.3%	1.9	82	6%	7%	2%
COC(=O)C(CC(C)C)NC(=O)CSc1nc(-c2ccccc2)c(C#N)c(=O)[nH]1 (centres undefined)	0.2%	-5%	2.4%	i	27	-0.6%	0.6	88	8%	7%	-2%
COc1ccc(/C=N/Nc2cc(C)nc3ccccc23)cc1	0.1%	26%	14%	i	42	-1.8%	25	62	38µM*	15%	-7%	NS5 inhibitors pilot replicate=-4.3
Cc1ccsc1C(=O)OC1CCOC1=O (centres undefined)	1.2%	5%	0.2%	i	61	.	0.3	53	3%	1%	-5%
CC(=O)NC(CC(=O)N(C)Cc1c(F)cccc1Cl)c1ccccc1 (centres undefined)	1.7%	3%	1.4%	i	32	-0.1%	-0.1	44	-6%	7%	-1%
CCC(=O)NC(c1cccs1)c1cc(Cl)c2ccccc2c1O (centres undefined)	0.7%	.	1.4%	i	39	.	-0.3	54	.	9%	-8%
CC1CCN(S(=O)(=O)c2ccc(C(=O)OC(C)C(=O)NC3CCCCC3C)cc2)CC1 (centres undefined)	1.3%[50 µM]	13%	2.1%	i	47	1.2%	-0.4	57	0%	8%	-8%
O=C1CC(C(F)(F)F)=NN1	.	7%	.	i	22	0.1%	3.8	41	-1%	.	.
O=C(NCCCn1ccnc1)C(=O)NCc1ccccc1	-1.3%	17%	-0.2%	i	50	0.1%	1.4	90	7%	0%	6%
COC(=O)C1=C(C)N(CCCC(=O)O)C(=O)NC1c1ccccc1Cl (centres undefined)	1.8%	-1%	2.5%	i	18	0.0%	-0.9	87	1%	7%	-2%
CCc1cc2c(NC(Cc3c[nH]c4ccccc34)C(=O)O)nc(C)nc2s1 (centres undefined)	-4.9%	6%	0.3%	i	23	0.5%	-0.7	31	0%	2%	-3%
COc1ccc2c(c1OC)c(=O)n1c3ccc(OC(C)C(=O)NCCN4CCOCC4)cc3c3ccnc2c31 (centres undefined)	1.2%	2%	-1.1%	i	39	0.4%	0.3	77	-3%	10%	-4%
COc1ccc(S(=O)(=O)Nc2cc(C(=O)NCCCN3CCOCC3)ccc2N2CCOCC2)cc1	-0.6%	4%	-1.4%	i	54	-0.3%	-0.2	48	-1%	8%	-5%
CCn1c(SCC(=O)Nc2nnc(C)s2)nnc1C(C)NC(=O)c1ccccc1F (centres undefined)	0.3%	4%	1.4%	i	8	-0.7%	2.0	45	0%	8%	3%
COc1ccc(S(=O)(=O)NC(Cc2cnc[nH]2)C(=O)O)cc1 (centres undefined)	1.6%	11%	0.9%	i	41	0.1%	0.6	55	-8%	2%	-11%
COC(=O)c1ccccc1NC(=O)CN(c1ccc(C)cc1)S(C)(=O)=O	0.7%	16%	2.2%	i	54	-0.8%	-0.3	51	-3%	2%	-9%
Cc1ccc(CNc2oc(COc3ccccc3Cl)nc2C#N)cc1	1.0%	6%	13%	i	33	-0.2%	4.4	49	18%	13%	-11%
Cc1nc(C)c(CCNC(=O)c2ccccc2Br)s1	2.4%[50 µM]	5%	1.6%	i	30	-0.4%	-0.1	66	-6%	6%	-5%
COC(=O)C(Cc1ccccc1)NC(=O)COc1ccc(C(C)(C)C)cc1 (centres undefined)	0.3%	4%	2.4%	i	31	-0.4%	1.6	53	1%	13%	-1%
Cc1ccc(C)c(S(=O)(=O)N2CCN(CC(=O)NC(=O)NCc3ccco3)CC2)c1	0.7%	10%	-0.1%	i	16	-0.6%	1.0	45	-7%	1%	14%
CC(C)(C)[C@@H]1C=C(C(=O)O)O[C@H](OCc2ccc(CO)cc2)C1	5.8%	1%	3.0%	i	29	0.1%	-4.6	91	-6%	3%	-3%
COc1ccc(N2CCN(c3cnc4ccccc4n3)CC2)cc1	-1.9%	10%	0.7%	i	25	-0.6%	1.7	34	5%	15%	1%
CCN(Cc1ccc(NC(C)=O)cc1)CC1CCCN(CCc2cccc(OC)c2)C1 (centres undefined)	0.2%	5%	0.1%	i	39	-0.3%	0.2	59	2%	7%	-10%
COC(=O)c1cc2c(N)c(C(=O)c3ccc(Cl)cc3)sc2nc1C(OC)OC	1.7%	6%	.	i	31	-0.2%	2.3	67	-13%	8%	-16%
O=C1c2ccccc2NC(c2ccccc2O)N1NS(=O)(=O)c1ccccc1 (centres undefined)	-0.1%	3%	1.5%	i	58	-0.3%	-1.3	70	-15%	9%	-1%
Cc1ccc(N)cc1CN1CCCC1=O	0.2%	-3%	2.5%	i	36	0.7%	4.0	71	-2%	4%	-1%
O=C(c1cccnc1)N1CCN(S(=O)(=O)c2ccc3ccccc3c2)CC1	0.7%	7%	-1.7%	i	34	-0.8%	0.6	66	-5%	4%	5%	NS5 inhibitors pilot replicate=-3.3
O=S(=O)(NCc1ccccc1)NCc1ccccc1	0.2%	4%	1.4%	i	37	.	1.6	78	5%	13%	-12%
O=c1oc2ccccc2n1Cc1cccc(C(F)(F)F)c1	-1.0%	12%	0.9%	i	29	.	1.0	61	.	0%	-5%
O=C1Nc2ccccc2/C1=N/N=C/c1cccc(O)c1	1.4%	13%	4.2%	i	18	-0.4%	2.1	78	-17%	-1%	-4%
CC1Sc2ccc(S(=O)(=O)N3CCC(C(N)=O)CC3)cc2NC1=O (centres undefined)	-3.9%	-5%	0.1%	i	36	0.2%	0.1	65	13%	-11%	-5%
O=C(OCC(=O)N1CCN(C(=O)c2ccco2)CC1)C1=COCCO1	0.7%	3%	0.9%	i	16	0.7%	1.1	47	-6%	7%	-1%
c1ccc(CCc2cn(C[C@H]3CC[C@@H]([C@@H]4CC[C@H](Cn5cc(CCc6ccccc6)nn5)O4)O3)nn2)cc1	0.3%	7%	-1.0%	i	13	-0.4%	-4.3	63	-2%	9%	-4%
CCOC(=O)N1CCN(C(=O)CNC(=O)c2ccc(Br)cc2)CC1	2.0%[50 µM]	24%	2.6%	i	16	-0.1%	-0.6	59	-2%	9%	-2%
CCOC(=O)C1CCCN(CC(=O)Nc2cccc(C(C)=O)c2)C1 (centres undefined)	0.9%	6%	1.4%	i	6	-0.1%	1.4	43	1%	27%	-6%
CC(=O)NC(Cc1ccccc1)C(C)=O (centres undefined)	0.5%	8%	-2.1%	i	58	0.6%	-2.4	61	6%	8%	1%
CC(=O)N1CCCc2cc(S(=O)(=O)N3CCC(C)CC3)ccc21	0.0%	4%	2.7%	i	46	-0.7%	0.3	47	-2%	4%	-5%
c1ccc(C2[C@H]3CN(CC4CCCCC4)[C@H](c4ccccc4)C34CC2(c2cccnc2)C4)cc1 (some centres undefined)	1.1%	8%	0.3%	i	40	0.7%	4.0	60	0%	11%	-14%
CCOc1ccc(S(=O)(=O)n2cc(F)c(=O)[nH]c2=O)cc1[N+](=O)[O-]	0.0%	1%	2.5%	i	10	0.4%	0.1	50	-4%	12%	-2%
CCC(C)(C)NC(=O)C1CCN(S(=O)(=O)c2cccs2)CC1	.	11%	.	.	.	-0.1%	1.0	84	-3%	.	.
Cc1ccc(SCc2cc(=O)[nH]c(/N=C(\N)Nc3ccc(C)c(C)c3)n2)cc1	2.9%	14%	0.2%	i	9	1.8%	2.1	47	6%	7%	1%
O=C(CNC(=O)c1ccco1)Nc1cccc(Cl)c1	0.2%	10%	3.9%	i	9	-0.5%	-0.4	55	-1%	12%	-6%
CCc1ccc(OCC(=O)NC(=S)Nc2ccc(C(C)=O)cc2)c(Br)c1	5.0%	9%	0.3%	i	32	0.2%	0.9	44	-7%	1%	-2%
COC(=O)N1CC=CC1(C)C(=O)NCc1cc(F)cc(C(F)(F)F)c1 (centres undefined)	0.2%	11%	3.7%	i	44	-0.7%	-4.9	93	0%	9%	2%
O=C(CN1C(=O)C2CC=CCC2C1=O)NC1CCCc2ccccc21 (centres undefined)	1.3%	8%	1.1%	i	47	0.9%	-1.8	89	-5%	0%	8%
CC(=O)Nc1ccc(NC(=O)c2ccccc2Sc2ccc([N+](=O)[O-])cc2Cl)cc1	1.4%	11%	10%	i	60	0.0%	2.4	75	-10%	6%	.
CN1c2ccsc2/C(=N/Nc2ccc(F)cc2)CS1(=O)=O	1.2%	0%	1.8%	i	42	-0.7%	8.3	86	-9%	8%	-2%
NS(=O)(=O)c1ccc(NC(=O)CN2C(=O)CCC2=O)cc1	0.4%	9%	-0.7%	i	29	0.0%	0.7	61	-4%	7%	-4%
CCOc1c(Br)cc(CNCc2cccs2)cc1OC	2.0%[50 µM]	1%	1.9%	i	52	-1.6%	3.0	64	33%	-4%	-4%
C=CCn1c(-c2cccc(S(=O)(=O)N3CCOCC3)c2)n[nH]c1=S	1.3%[50 µM]	.	.	.	.	.	-0.4	76	.	16%	-3%
NC(=O)c1ccc(NC(=O)c2ccc3c(c2)OCO3)cc1	1.1%	1%	-0.9%	i	27	-0.5%	0.3	48	-9%	1%	-3%
COc1cccc(CNC(=O)COC(=O)C23CC4CC(CC(Cl)(C4)C2)C3)c1	-0.1%[50 µM]	.	.	i	50	.	-0.5	56	.	-3%	-4%
CCN(CC)CCNC(=O)Cn1cnc2sc(C)c(S(=O)(=O)N3CCN(c4ccccc4OC)CC3)c2c1=O	0.2%	7%	0.3%	i	33	-0.2%	0.3	51	2%	8%	-6%
